Source: PubChem (National Center for Advancing Translational Sciences (NCATS))
HepG2 viability – qHTS for Inhibitors of TGF-b: Cytotox Counterscreen; HepG2 CAGA-GFP viability, ATP luminescence, 18 h; Potency, µM (top dose mostly 46.1 µM), for inactives: at the highest dose activity change, negative = cytotoxicity, hits mostly cytotoxic; 0.76% of 410,000 active; also: some results filed as inactive show a strong effect at the top dose
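CellTiter-Glo luminescence gave cytotoxicity after 18 hours at 37 degrees C. The cells were HepG2 CAGA-GFP in 1% FBS DMEM, stimulated with 500 pg/mL TGF-beta after compound addition. %Activity was normalised to no-cell wells (complete cell-killing) and DMSO (no toxicity), and curves were fitted and classified.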
EPAC2 antag – qHTS for Antagonist of cAMP-regulated guanine nucleotide exchange factor 2 (EPAC2): primary screen; Rap guanine nucleotide exchange factor 4 (Homo sapiens), Q8WZA2; EPAC2 GEF exchange of Rap1B-BODIPY-GDP, fluorescence; Potency, µM (doses to about 114 µM), inactives show top-dose activity, negative = inhibition, usual class: inhibitors; 0.18% of 360,000 active; AID 720708, 2013; also: % is scaled to controls: 0 for no effect and ±100 for the full control effect; nearly all actives have a fitted effect of over 45% in size; many of its hits are not listed in these tables
Target sequence (Q8WZA2 whole entry, looked up): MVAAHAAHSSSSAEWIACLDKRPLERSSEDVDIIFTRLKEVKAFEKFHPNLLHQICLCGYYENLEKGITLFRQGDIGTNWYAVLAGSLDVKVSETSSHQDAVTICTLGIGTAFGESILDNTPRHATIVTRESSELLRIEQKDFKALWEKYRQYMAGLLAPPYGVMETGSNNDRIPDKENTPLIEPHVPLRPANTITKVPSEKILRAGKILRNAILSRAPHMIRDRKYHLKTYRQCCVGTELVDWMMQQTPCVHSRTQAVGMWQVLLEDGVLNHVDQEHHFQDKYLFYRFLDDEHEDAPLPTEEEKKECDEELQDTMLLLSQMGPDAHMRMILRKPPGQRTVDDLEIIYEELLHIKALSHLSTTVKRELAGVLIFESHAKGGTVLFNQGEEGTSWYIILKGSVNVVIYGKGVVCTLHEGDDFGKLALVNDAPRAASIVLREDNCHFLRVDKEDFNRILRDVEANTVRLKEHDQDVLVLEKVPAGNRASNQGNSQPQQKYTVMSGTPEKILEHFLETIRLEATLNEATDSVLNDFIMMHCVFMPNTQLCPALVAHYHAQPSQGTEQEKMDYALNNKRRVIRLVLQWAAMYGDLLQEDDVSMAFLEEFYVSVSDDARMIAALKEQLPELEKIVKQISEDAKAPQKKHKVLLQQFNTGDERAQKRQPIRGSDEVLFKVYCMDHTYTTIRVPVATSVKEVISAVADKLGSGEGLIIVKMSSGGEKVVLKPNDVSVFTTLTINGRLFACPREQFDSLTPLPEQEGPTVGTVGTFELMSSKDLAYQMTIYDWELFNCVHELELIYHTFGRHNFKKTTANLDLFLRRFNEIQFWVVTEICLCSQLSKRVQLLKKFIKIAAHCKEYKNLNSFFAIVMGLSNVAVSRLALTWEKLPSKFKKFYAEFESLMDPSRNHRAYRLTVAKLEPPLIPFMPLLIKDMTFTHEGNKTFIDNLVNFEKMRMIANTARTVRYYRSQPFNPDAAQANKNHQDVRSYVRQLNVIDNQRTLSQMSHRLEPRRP
Nrf2 ARE act – qHTS of Nrf2 Activators; AREc32 ARE-luciferase reporter (MCF7-derived line), luminescence, 24 h; Potency, µM (highest dose often 46.1 µM), for inactives: top-dose activation, usual class: activators; 0.31% of 410,000 active; also: % of control where 0% means no effect; nearly all actives have a fitted effect of over 65% in size
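Luminescent ARE reporter assay in AREc32_Fluc cells: overnight plating at 37 deg C, 24 hr compound incubation, Steady-Glo added, 30 min RT before reading.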
TGFb inhibitor – qHTS for Inhibitors of TGF-b; HepG2 CAGA-GFP TGF-b/SMAD3 reporter, GFP fluorescence, 18 h; TGF-beta stimulated, 500 pg/mL final; Potency, µM (top dose mostly 46.1 µM), without a hit: top-dose activity, negative = inhibition, actives largely listed as inhibitors; 1.2% of 410,000 active; AID 588855, 2011; also: % is scaled to controls: 0 for no effect and ±100 for the full control effect; nearly all actives have a fitted effect of over 65% in size
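Inhibition was scored as loss of TGF-beta-induced (500 pg/mL final, 18 hours, 37 degrees C) GFP in HEPG2 cells carrying a CAGA-GFP reporter, in DMEM with 1% FBS. Well GFP was summed per cell; Activity was normalised to unstimulated and stimulated DMSO wells, then concentration-response fitting.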
MCF10A rerep – A quantitative high throughput screen for small molecules that induce DNA re-replication in MCF 10a normal breast cells; AID 624296, 2012; 2.9% of 350,000 active; Potency, µM (titrated, usually from 46.1 µM), for inactives: at the top dose activity, positive = re-replication, usual class: activators; MCF 10A DNA re-replication, Hoechst nuclear intensity, 48 h; also: % of control where 0% means no effect; nearly all actives have a fitted effect of over 50% in size
A549 tox – Nrf2 qHTS screen for inhibitors: counterscreen for cytotoxicity; 0.16% of 390,000 active; Potency, µM (titrated, usually from 46 µM), inactives show at the top dose activity change, negative = cytotoxicity, usual class: inhibitors; AID 504648, 2011; A549 ARE-Fluc cells, CellTiter-Fluor viability, 18-24 h; also: % is scaled to controls: 0 for no effect and ±100 for the full control effect
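A549 ARE_Fluc cells in 5% FBS OPTI-MEM were exposed to compounds in concentration-response for 18-24 h at 37 deg C. Viability was read by CellTiter-Fluor fluorescence (Ex 405/Em 525) after 30 min, before the luciferase read.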
ATXN viability – Viability Counterscreen for Primary qHTS for Inhibitors of ATXN expression; 0.49% of 400,000 active; S2 cells (HEK-293 line with an ATXN2-luciferase reporter) viability, CellTiter-Fluor protease fluorescence, 24 h; AID 651635, 2014; Potency, µM (series often up to 56.7 µM), hits mostly cytotoxic; also: nearly all actives have a fitted effect of over 40% in size
ATXN2 expr inh – Primary qHTS for Inhibitors of ATXN expression | Potency, µM (top dose mostly 57 µM), inactives show top-dose activity change, negative = inhibition, usual class: inhibitors | AID 1745845, 2022 | 0.72% of 360,000 active | HEK-293 ATXN2-luciferase reporter, luminescence, 24 h; also: % is scaled to controls: 0 for no effect and ±100 for the full control effect; nearly all actives have a fitted effect of over 55% in size
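qHTS (up to 57 uM final) was run with 24 h compound exposure of reporter cells at 37 °C. Each well was multiplexed: SteadyGlo luminescence measured ATXN2-luciferase expression after a fluorogenic Gly-Phe-AFC viability readout (25 uM final).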
Nrf2 block – Nrf2 qHTS screen for inhibitors; Potency, µM (series often up to 46 µM), for the others: at the top dose activity change, negative = inhibition, most hits filed as inhibitors; 2.1% of 360,000 active; AID 504444, 2011; A549 ARE-Fluc reporter, luciferase luminescence, 18-24 h; also: % is scaled to controls: 0 for no effect and ±100 for the full control effect; nearly all actives have a fitted effect of over 60% in size
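Cells were seeded and rested 2 h, then exposed to compounds for 18-24 h. CellTiter-Fluor was read first as a viability measure. BugLite was added 15 min before the final luminescent read of ARE-luciferase activity in A549 cells.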
* hit, by the source's call. Calls follow the shape of the dose curve; as a rule, active = well fitted curve in the direction sought with a large enough effect; inconclusive = small, poorly fitted or top-dose-only effect, or another doubt; inactive = no such curve, though single readings can be large; an effect the other way counts as inactive or inconclusive. Potency is read from the fitted curve at half-maximal effect. Some of the compounds tested; the hit share may differ from the screen's.

Results for CCN1C2=NCCCN2c2cc(C)c(C)cc21 ?
HepG2 viability: 34.8%; EPAC2 antag: -6.5%; Nrf2 ARE act: 0.3%; TGFb inhibitor: 10.2%; MCF10A rerep: 0.5%; A549 tox: 3.9%; ATXN viability: inactive; ATXN2 expr inh: -9.1%

What do the screens show for `CN(c1nc2ccccc2n2c(-c3ccco3)nnc12)S(=O)(=O)c1ccccc1`?
HepG2 viability: -2.5%; EPAC2 antag: -14.4%; Nrf2 ARE act: 2.8%; TGFb inhibitor: 14.1%; MCF10A rerep: inconclusive; A549 tox: inconclusive; ATXN viability: inactive; ATXN2 expr inh: -5.3%; Nrf2 block: 23.5%

Results for Cc1cc(C)c(C#N)c(Oc2ccccc2)n1 ?
HepG2 viability: 5.3%; EPAC2 antag: -2.6%; Nrf2 ARE act: -0.6%; TGFb inhibitor: 1.5%; MCF10A rerep: 0.3%; A549 tox: 0.7%; ATXN viability: inactive; ATXN2 expr inh: 8.6%

What do the screens show for `Cc1ccccc1NC(=O)c1ccc(N/N=C/c2ccccc2O)c([N+](=O)[O-])c1`?
HepG2 viability: -17.4%; EPAC2 antag: -12.4%; Nrf2 ARE act: -0.6%; TGFb inhibitor: -7.0%; MCF10A rerep: -5.0%; A549 tox: -3.4%; ATXN viability: inconclusive; ATXN2 expr inh: -2.4%; Nrf2 block: 11.9%

Results for CCOC(=O)c1cccc(Nc2cc(-c3ccccc3)ncn2)c1 ?
HepG2 viability: 3.6%; Nrf2 ARE act: -1.8%; TGFb inhibitor: -1.1%; A549 tox: -16.2%; ATXN viability: inconclusive; ATXN2 expr inh: inconclusive; Nrf2 block: inconclusive

What do the screens show for `CCc1cc2ccccc2nc1SCC(=O)Nc1cc(C)on1`?
HepG2 viability: -21.7%; EPAC2 antag: 10.7%; Nrf2 ARE act: 1.7%; TGFb inhibitor: inconclusive; MCF10A rerep: inconclusive; A549 tox: 1.3%; ATXN viability: inconclusive; ATXN2 expr inh: -15.1%

Results for C[C@@]12C(=O)N(c3cccc(Br)c3)C(=O)N1[C@H](c1ccc(Cl)cc1)[C@@H]1C(=O)N(C3CCCCC3)C(=O)[C@@H]12 ?
HepG2 viability: -14.2%; EPAC2 antag: -10.2%; Nrf2 ARE act: -0.1%; TGFb inhibitor: 11.2µM*; MCF10A rerep: 3.5%; A549 tox: -9.3%; ATXN viability: inactive; ATXN2 expr inh: -21.8%; Nrf2 block: inconclusive

How did Cc1ccccc1C(=O)Nc1cccc(C(=O)N/N=C/c2cc(Cl)cc([N+](=O)[O-])c2O)c1 do in these assays?
HepG2 viability: -13.5%; EPAC2 antag: -4.3%; Nrf2 ARE act: 1.0%; TGFb inhibitor: -17.9%; MCF10A rerep: -8.2%; A549 tox: -14.5%; ATXN viability: inactive; ATXN2 expr inh: 22.4µM*; Nrf2 block: inconclusive

Results for COc1ccc(C(=O)NC2CCSc3ccccc32)cc1F (configuration not stated) ?
HepG2 viability: -12.8%; EPAC2 antag: -1.3%; Nrf2 ARE act: 0.6%; TGFb inhibitor: -7.6%; MCF10A rerep: -10.9%; A549 tox: -18.0%; ATXN viability: inactive; ATXN2 expr inh: 5.5%; Nrf2 block: -18.6%

How did CCN(CC)C(=O)c1nn(-c2ccccc2)c2c1C1CCC2(C)C1(C)C (configuration not stated) do in these assays?
HepG2 viability: -33.6%; EPAC2 antag: -3.0%; Nrf2 ARE act: 4.7%; TGFb inhibitor: inconclusive; MCF10A rerep: 19.9%; A549 tox: -18.3%; ATXN viability: inactive; ATXN2 expr inh: inconclusive; Nrf2 block: 16.4µM*

Results for CC(NC(=O)CCn1c(=S)[nH]c2ccsc2c1=O)c1ccccc1 (configuration not stated) ?
HepG2 viability: -3.7%; EPAC2 antag: -0.5%; Nrf2 ARE act: -0.4%; TGFb inhibitor: -3.8%; MCF10A rerep: -2.5%; A549 tox: -0.4%; ATXN viability: inactive; ATXN2 expr inh: 8.8%; Nrf2 block: inconclusive

How did Cc1cc(C(=O)CSc2nc(N)cc(N)n2)c(C)n1CC1CCCO1 (configuration not stated) do in these assays?
HepG2 viability: -12.8%; EPAC2 antag: -7.2%; Nrf2 ARE act: 0.3%; TGFb inhibitor: 2.0%; MCF10A rerep: -2.2%; A549 tox: -5.6%; ATXN viability: inactive; ATXN2 expr inh: 11.0%; Nrf2 block: inconclusive

Two entries drawn at random from the list so far:
Results for Cc1cc(C)c(C#N)c(Oc2ccccc2)n1 ?
HepG2 viability: 5.3%; EPAC2 antag: -2.6%; Nrf2 ARE act: -0.6%; TGFb inhibitor: 1.5%; MCF10A rerep: 0.3%; A549 tox: 0.7%; ATXN viability: inactive; ATXN2 expr inh: 8.6%

How did Cc1cc(C(=O)CSc2nc(N)cc(N)n2)c(C)n1CC1CCCO1 (configuration not stated) do in these assays?
HepG2 viability: -12.8%; EPAC2 antag: -7.2%; Nrf2 ARE act: 0.3%; TGFb inhibitor: 2.0%; MCF10A rerep: -2.2%; A549 tox: -5.6%; ATXN viability: inactive; ATXN2 expr inh: 11.0%; Nrf2 block: inconclusive

(further entries)
How did CCOC(=O)Cc1csc(NS(=O)(=O)c2ccc(F)cc2)n1 do in these assays?
HepG2 viability: 4.2%; EPAC2 antag: 2.1%; Nrf2 ARE act: 3.1%; TGFb inhibitor: 6.1%; MCF10A rerep: -5.0%; A549 tox: -0.5%; ATXN viability: inconclusive; ATXN2 expr inh: -1.8%; Nrf2 block: 4.8%

How did CCCCCCCCc1nnc(NC(=O)c2ccco2)s1 do in these assays?
HepG2 viability: -8.8%; EPAC2 antag: -7.2%; Nrf2 ARE act: 18.0%; TGFb inhibitor: 11.7%; MCF10A rerep: 2.9%; A549 tox: 0.5%; ATXN viability: inactive; ATXN2 expr inh: 5.6%; Nrf2 block: 5.9%

Results for COc1ccc(C(=O)NC(C)c2ccc(-n3ccnc3)cc2)c(OC)c1OC (configuration not stated) ?
HepG2 viability: -21.0%; EPAC2 antag: 20.5%; Nrf2 ARE act: 0.5%; TGFb inhibitor: 5.1%; MCF10A rerep: -1.4%; A549 tox: 0.9%; ATXN viability: inactive; ATXN2 expr inh: -4.9%; Nrf2 block: -6.9%

Results for Cc1ccc(C(C)C)c(OCc2nnc3n2CCCCC3)c1 ?
HepG2 viability: -5.1%; EPAC2 antag: 12.8%; Nrf2 ARE act: -0.7%; TGFb inhibitor: 4.5%; MCF10A rerep: 2.2%; A549 tox: -2.6%; ATXN viability: inactive; ATXN2 expr inh: 2.2%; Nrf2 block: 1.1%

How did Cc1cccc(-c2nnc(SC(C)C(=O)N3CCOCC3)o2)c1 (configuration not stated) do in these assays?
HepG2 viability: -0.8%; EPAC2 antag: -3.2%; Nrf2 ARE act: -1.8%; TGFb inhibitor: -1.2%; MCF10A rerep: -1.0%; A549 tox: -3.9%; ATXN viability: inactive; ATXN2 expr inh: 18.9%; Nrf2 block: 0.3%

How did Cc1cccc(NC(=O)CSCC(=O)N2CCN(Cc3ccc4c(c3)OCO4)CC2)c1 do in these assays?
HepG2 viability: -2.1%; EPAC2 antag: 16.9%; Nrf2 ARE act: 0.0%; TGFb inhibitor: inconclusive; MCF10A rerep: 3.8%; A549 tox: 5.2%; ATXN viability: inactive; ATXN2 expr inh: -3.9%; Nrf2 block: 25.3%

What do the screens show for `C/C(=N/NC(=O)c1ccccc1)c1ccc(NC(=O)C(F)(F)F)cc1`?
HepG2 viability: -13.7%; EPAC2 antag: 2.1%; Nrf2 ARE act: 0.6%; TGFb inhibitor: 13.8%; MCF10A rerep: -14.5%; A549 tox: -4.6%; ATXN viability: inactive; ATXN2 expr inh: 20.0%; Nrf2 block: inconclusive

How did CCOC(=O)N1CCN(Cc2c(F)cccc2F)CC1 do in these assays?
HepG2 viability: 1.5%; EPAC2 antag: 6.5%; Nrf2 ARE act: -0.2%; TGFb inhibitor: 9.9%; MCF10A rerep: 11.1%; A549 tox: -8.3%; ATXN viability: inactive; ATXN2 expr inh: 2.0%; Nrf2 block: -9.4%

How did CC1(N(O)C=C2C=CC(=O)C=C2)CCCCC1=O (configuration not stated) do in these assays?
HepG2 viability: 6.1%; EPAC2 antag: 8.6%; Nrf2 ARE act: -0.2%; TGFb inhibitor: -4.1%; MCF10A rerep: 0.4%; A549 tox: 2.7%; ATXN viability: inactive; ATXN2 expr inh: -13.6%; Nrf2 block: -3.9%

Results for Cn1c(N)c(C(=O)COC(=O)C2Cc3ccccc3CN2S(C)(=O)=O)c(=O)n(C)c1=O (configuration not stated) ?
HepG2 viability: -8.1%; EPAC2 antag: 3.0%; Nrf2 ARE act: -0.1%; TGFb inhibitor: 0.2%; ATXN viability: inactive

What do the screens show for `C[C@]12CCC3C(CC[C@H]4CC(O)CC[C@]34C)C1CC/C2=N/O` (some centres not stated)?
HepG2 viability: -4.2%; EPAC2 antag: 1.5%; Nrf2 ARE act: -0.5%; TGFb inhibitor: 2.5%; MCF10A rerep: inconclusive; A549 tox: 4.3%; ATXN viability: inactive; ATXN2 expr inh: 10.5%; Nrf2 block: -2.1%

Results for CC(C)CN=CC1=C(O)c2ccccc2C1=O ?
HepG2 viability: 6.9%; EPAC2 antag: -0.6%; Nrf2 ARE act: -1.0%; TGFb inhibitor: 1.6%; MCF10A rerep: -0.8%; A549 tox: -2.6%; ATXN viability: inactive; ATXN2 expr inh: 6.5%; Nrf2 block: inconclusive

What do the screens show for `Cc1nc(SCC(=O)NCC2CCCO2)c2c3c(sc2n1)CCC3` (configuration not stated)?
HepG2 viability: -12.1%; EPAC2 antag: -2.5%; Nrf2 ARE act: -0.5%; TGFb inhibitor: -9.7%; MCF10A rerep: -1.2%; A549 tox: -3.0%; ATXN viability: inactive; ATXN2 expr inh: 5.7%; Nrf2 block: -1.4%
